# M5 antag = antagonists of human muscarinic M5 receptor (CHRM5). inhibition, % at 3 µM. P08912. AID 624040. CHO-hM5 cells, Fluo-8 calcium fluorescence, ACh EC80. 360,000 compounds, 0.59% hits;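 active = inhibition above a per-plate cutoff, the mean of that plate's test compounds plus 3 SD, cut at about 27% in these data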;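 note: 0% = acetylcholine EC80 with DMSO and 100% = DMSO without agonist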
# Target sequence (P08912 whole entry, looked up): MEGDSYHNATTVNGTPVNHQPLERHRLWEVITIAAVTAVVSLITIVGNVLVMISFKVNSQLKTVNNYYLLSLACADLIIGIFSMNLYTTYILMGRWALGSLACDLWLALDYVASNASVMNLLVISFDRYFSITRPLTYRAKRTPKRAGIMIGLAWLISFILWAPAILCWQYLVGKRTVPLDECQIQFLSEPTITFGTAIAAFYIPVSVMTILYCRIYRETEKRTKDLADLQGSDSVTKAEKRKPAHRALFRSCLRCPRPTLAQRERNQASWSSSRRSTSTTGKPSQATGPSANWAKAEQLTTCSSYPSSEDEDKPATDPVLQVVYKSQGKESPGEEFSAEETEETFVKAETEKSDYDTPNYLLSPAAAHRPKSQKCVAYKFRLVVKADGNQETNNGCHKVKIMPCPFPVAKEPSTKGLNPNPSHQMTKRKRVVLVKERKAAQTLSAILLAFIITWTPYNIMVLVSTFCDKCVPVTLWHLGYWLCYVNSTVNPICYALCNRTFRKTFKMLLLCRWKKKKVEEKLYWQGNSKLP
# CHRM1 PAM = positive allosteric modulators of human M1 muscarinic receptor | P11229 | CHO-K1 hM1, Fluo-8 calcium fluorescence, ACh EC20; 0% = ACh EC20, 100% = maximal ACh | activation, % at 3 µM | 360,000 compounds, 0.088% hits | AID 588819; in the data active = activation above about 19%, passing the limit was not always enough
# Target sequence (P11229 whole entry, looked up): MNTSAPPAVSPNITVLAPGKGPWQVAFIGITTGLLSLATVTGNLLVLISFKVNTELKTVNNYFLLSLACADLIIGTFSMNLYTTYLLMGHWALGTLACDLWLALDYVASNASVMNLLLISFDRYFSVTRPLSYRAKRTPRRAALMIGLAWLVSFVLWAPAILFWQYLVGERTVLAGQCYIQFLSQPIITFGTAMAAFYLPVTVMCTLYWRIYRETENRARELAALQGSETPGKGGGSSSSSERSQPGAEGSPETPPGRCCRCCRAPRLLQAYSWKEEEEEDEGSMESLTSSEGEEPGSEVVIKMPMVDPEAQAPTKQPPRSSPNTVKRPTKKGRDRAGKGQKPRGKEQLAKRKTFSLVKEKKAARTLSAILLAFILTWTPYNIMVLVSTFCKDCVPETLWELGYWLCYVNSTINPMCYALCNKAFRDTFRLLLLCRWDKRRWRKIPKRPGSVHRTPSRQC
# M5 PAM = positive allosteric modulators of human muscarinic M5 receptor | P08912 | activation, % at 3 µM | 360,000 compounds, 0.3% hits | CHO-K1 hM5, Fluo-8 calcium, ACh EC20 PAM; 0% = ACh EC20, 100% = ACh EC100;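 active = activation above the run cutoff, the mean activation of all test compounds plus 3 SD, cut at about 18% in these data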
#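 Probe or stimulus: acetylcholine, EC20 level; Assay system: human M5 receptor in CHO-K1 cells; Schedule: compound preincubation 140 s before EC20 acetylcholine addition; Technique: intracellular calcium via Fluo-8 fluorescence; Dosing: single-point, 3 µM nominal; Read-out basis: percent activation from peak-over-basal fluorescence ratio, scaled EC20-to-EC100 acetylcholine; Repeats: one well per compound, no replicates.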
# M4 ag = agonists of human muscarinic M4 receptor (CHRM4); P08173; CHO-K1 hM4/Gqi5, Fluo-8 calcium fluorescence; vehicle 0%, full acetylcholine response 100%; AID 624127; 360,000 compounds, 0.14% hits; activation, % at 3 µM;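 active = activation above the run mean over all test wells plus 3 SD, cut at about 32% in these data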;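 note: peak over basal fluorescence ratio per well then scaled between controls; 0% = DMSO wells and 100% = acetylcholine at EC100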
# M1 antag = antagonists of human M1 muscarinic receptor; P11229; CHO-K1 hM1, Fluo-8 calcium fluorescence, ACh EC80 antagonist; inhibition, % at 3 µM; 360,000 compounds, 1.3% hits; AID 588852;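 active = percent inhibition above its own plate's cutoff, namely the mean of that plate's compound wells plus 3 SD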;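 note: peak over basal fluorescence ratio during 140 s after agonist addition; 0% = ACh EC80 plus DMSO and 100% = DMSO alone without agonist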
# M4 antag = antagonists of human muscarinic M4 receptor (CHRM4) | inhibition, % at 3 µM | 360,000 compounds, 0.73% hits | P08173 | CHO-hM4 cells, ACh EC80, Fluo-8 calcium fluorescence;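 active = inhibition above its plate's cutoff, the mean inhibition of sample wells plus 3 SD, cut at about 27% in these data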;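 note: 0% = acetylcholine EC80 with DMSO and 100% = DMSO without agonist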
# CHRM5 agonist = CHRM5 agonism in calcium assay; CHO-K1 hM5 cells, Fluo-8 calcium fluorescence; 0% DMSO wells, 100% maximal acetylcholine response; activation, % at 3 µM; 360,000 compounds, 0.19% hits;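 active = activation above the run's mean over test compounds plus 3 SD, cut at about 23% in these data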;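 note: signal is peak over basal fluorescence ratio across the kinetic read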
# CHRM1 agonist = human M1 muscarinic receptor agonism | activation, % at 3 µM | CHO-K1 hM1, Fluo-8 calcium fluorescence, agonist mode; 0% DMSO, 100% acetylcholine EC100 | 360,000 compounds, 0.33% hits | P11229;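 active = activation above the run's mean compound activation plus 3 SD, cut at about 16% in these data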;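 note: peak over basal fluorescence ratio within a 140 s kinetic read after compound addition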
# TAAR1 agonist = agonists of human TAAR1; Q96RJ0; CHO RD-HGA16 TAAR1, Fluo-8 calcium fluorescence; vehicle wells 0%, saturating PEA agonist 100%; activation, % at 3 µM; 360,000 compounds, 0.99% hits; AID 624467;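 active = activation above the mean activation of all test compounds in the run plus 3 SD, cut at about 38% in these data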
#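 Test system: RD-HGA16 (CHO) cells co-expressing Gα16 and hTAAR1; dosing: one-point dosing at 3 µM (nominal); timing: 17-24 h seeding, 75 min 37 °C dye, 30 min RT; signal: kinetic Fluo-8 calcium fluorescence; read-out basis: % activation relative to PEA EC100 response; controls: DMSO and PEA EC100; replicates: n 1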
# Starred values were filed as active, the others as inactive; nt = not tested or not shown. This is a subset; count on the stated rates, not on these rows.
structure	M5 antag	CHRM1 PAM	M5 PAM	M4 ag	M1 antag	M4 antag	CHRM5 agonist	CHRM1 agonist	TAAR1 agonist
COc1ccc(-n2c3c(cc(C#N)c2=O)C(=O)CCC3)cc1	-5	9	6	1	-9	-9	4	-4	0
N#CC1=C(SCc2ccccc2Cl)NC(=O)C(C(N)=O)C1 (stereo unspecified)	2	5	1	0	2	8	2	-4	6
CC(NC(=O)CN(C)CC(=O)Nc1cccc(F)c1)c1ccccc1 (stereo unspecified)	0	-10	-1	2	23	1	0	-1	1
O=S(=O)(NC(=S)NC1CCCCC1)c1ccc(Cl)cc1	10	7	6	0	-11	-2	-4	-2	1
Fc1ccc(-c2cc3nc(-c4ccccc4)cc(N4CCN(CCN5CCOCC5)CC4)n3n2)cc1	14	-9	-10	33*	12	11	6	-3	24
Cc1ccc2c(COC(=O)C3CSC4(C)CCC(=O)N34)cc(=O)oc2c1C (stereo unspecified)	6	-10	-6	10	21	1	0	-4	17
Cc1cccc(OCCNC(=O)CSc2ccc(C(F)(F)F)cc2[N+](=O)[O-])c1	7	5	-1	0	-8	1	-3	-8	-3
C/C(=N\NC1=NCCN1)c1ccccc1	8	4	-4	1	-9	5	-1	-5	3
O=C(c1ccc(F)cc1)N1CCN(C2CCCCC2)CC1	8	9	-5	1	-5	-1	-6	-3	0
COc1cc(C=O)ccc1OCCOCCOc1ccc(Cl)cc1	3	-1	5	3	2	-8	-1	-4	0
CC(OC(=O)c1cc(=O)c2cc(Cl)ccc2o1)C(=O)N1CCCC1 (stereo unspecified)	6	7	1	2	-15	-6	2	-1	3
COc1cccc(-c2nn(-c3ccccc3)cc2/C=C\C(=O)c2cccs2)c1	4	8	-9	0	-6	7	-3	-2	1
COc1cccc(C(=O)Nc2nc(SCc3ccc(Cl)cc3)n[nH]2)c1	10	8	2	0	-14	-4	-7	-5	10
Cc1nn(C2CCS(=O)(=O)C2)c(Cl)c1/C=C/C(=O)OCC(=O)Nc1ccccc1[N+](=O)[O-] (stereo unspecified)	-6	1	-3	0	-6	2	-2	-7	12
O=C(N/N=C/c1cccc(O)c1)c1ccc(NC(=O)C2CCCCC2)cc1	-18	1	2	3	-2	9	-2	-1	6
O=C(c1ccccc1)c1ccccc1N1C(=O)C=CC1=O	6	4	3	9	-4	72*	4	-5	15
COc1ccccc1NS(=O)(=O)c1cc(C(=O)NCC(c2ccc(F)cc2)N2CCOCC2)ccc1C (stereo unspecified)	-6	0	7	1	-1	-9	0	-5	0
COc1ccc(CNC(=O)c2ccc(Cl)c(S(=O)(=O)N3CCOCC3)c2)cc1OC	11	-11	-12	14	11	1	10	3	nt
CC(C)c1ccccc1NC(=O)COC(=O)c1cc([N+](=O)[O-])ccc1N1CCOCC1	11	-1	-11	7	3	3	-2	-4	3
CCOC(=O)c1c(S(=O)(=O)N2CCC(C)CC2)c(C)n(C)c1C	-18	14	10	1	-13	-6	-2	-2	3
CCCCn1nc2cc(C(=O)NCc3ccc4c(c3)OCO4)ccc2c1OCC	-6	2	-6	0	-1	-15	-4	-7	3
CC(C)(Oc1ccc(Cl)cc1)C(=O)NC1CCN(Cc2ccccc2)CC1	-3	-9	-8	7	11	-4	-6	-5	3
O=C1CCCC2=C1C(c1ccccc1)CC(=O)N2c1ccc(F)cc1F (stereo unspecified)	6	7	1	0	-3	-20	-3	-5	0
O=C1c2ccccc2C(=O)N1CC1c2ccccc2CCN1C(=O)N1CCOCC1 (stereo unspecified)	-6	8	4	0	-8	10	1	-2	nt
COc1cccc(C(=O)Nc2cccc(-c3nnc(-c4ccco4)o3)c2)c1	14	-8	-10	10	14	10	0	2	17

# Single records, from the list above:
# Cc1cccc(OCCNC(=O)CSc2ccc(C(F)(F)F)cc2[N+](=O)[O-])c1 reads M5 antag: 7; CHRM1 PAM: 5; M5 PAM: -1; M4 ag: 0; M1 antag: -8; M4 antag: 1; CHRM5 agonist: -3; CHRM1 agonist: -8; TAAR1 agonist: -3
# Fc1ccc(-c2cc3nc(-c4ccccc4)cc(N4CCN(CCN5CCOCC5)CC4)n3n2)cc1 reads M5 antag: 14; CHRM1 PAM: -9; M5 PAM: -10; M4 ag: 33*; M1 antag: 12; M4 antag: 11; CHRM5 agonist: 6; CHRM1 agonist: -3; TAAR1 agonist: 24

# The list continues:
structure	M5 antag	CHRM1 PAM	M5 PAM	M4 ag	M1 antag	M4 antag	CHRM5 agonist	CHRM1 agonist	TAAR1 agonist
OC(c1ccccc1)c1cccnc1 (stereo unspecified)	-4	1	-2	2	-4	1	1	-3	1
COC(=O)Cc1nc(Nc2ccccc2)sc1C	1	13	3	0	-13	3	3	-2	-2
ClC1=CN(C2=NCCC2)CC1	5	-1	-2	1	3	4	0	-10	nt
CCN1CCN(C(c2cccc(OC)c2)c2sc3nc(C)nn3c2O)CC1 (stereo unspecified)	3	5	-2	1	-5	-2	-2	-7	0
Cc1sc2ncnc(N3CCN(S(=O)(=O)c4ccc(C(C)(C)C)cc4)CC3)c2c1C	12	9	-3	2	-3	-6	2	1	2
Cc1cccc(C(=O)Oc2ccc(/C=N/NC(=O)c3ccccc3O)cc2)c1	19	-18	-20	23	23	3	5	-2	7
CC(C)n1cnc2cc(NCc3nc4ccccc4n3C)ccc21	3	-4	-9	2	9	2	-2	-8	0
CCC(=O)N1CCc2cc(S(=O)(=O)N3CCc4ccccc43)ccc21	1	-18	5	2	7	6	-8	-6	5
CC(=O)NC(CC(=O)Nc1ccc(S(=O)(=O)Nc2nccs2)cc1)c1ccccc1 (stereo unspecified)	2	9	-5	0	-16	-9	2	-1	1
O=C(CSc1nc2c(oc3ccccc32)c(=O)n1CC1CCCO1)NCc1ccccc1 (stereo unspecified)	-3	8	5	2	-10	-3	2	-2	2
N#Cc1ccccc1OCC(=O)OCC(=O)c1c[nH]c2ccccc12	-1	2	-9	8	-7	-6	3	-1	5
O=C(Nc1nc2ccc(S(=O)(=O)N3CCCC3)cc2s1)C1CCCCC1	-3	-2	5	2	2	-7	6	-5	43*
Cc1cccc(C)c1NC(=O)CCCn1nc(C)c2c(C)n(-c3ccccc3)nc2c1=O	-5	6	2	2	-6	-12	-4	-4	0
COc1cc(OC)c(/C=N/NC(=O)c2ccncc2)cc1Br	-3	12	1	3	-10	5	-1	-7	-1
Cc1ncc([N+](=O)[O-])n1CCOC(=O)c1ccccc1	-2	9	-1	1	-11	-8	-3	-5	2
COCCCNC(=O)c1cccc(C(=O)NCCCOC)c1	1	22	7	1	-17	4	1	4	1
Cn1c(CCNC(=O)c2ccco2)nc2cc(NC(=O)c3ccccc3Cl)ccc21	8	-1	-1	8	5	-2	-2	-7	1
COc1cccc(NC(=O)N2CCCc3ccccc32)c1	-6	5	-2	1	0	-4	1	-6	4
Cc1nn(C)c(Cl)c1/C=C/C(=O)O	14	-7	-10	20	17	6	3	-1	4
O=C(CCc1nnc(Cc2ccc3c(c2)OCO3)o1)N(CC1CCC1)CC1CCCO1 (stereo unspecified)	4	13	3	0	-20	2	-1	-5	-1
CCc1nc(SCC(=O)Nc2nc3c(s2)CCCC3)c2ccccc2n1	-6	6	9	2	-6	2	-2	1	6
Cc1ccccc1NC(=O)NNC(=O)c1ccc2ccccc2c1	8	7	-2	1	-3	-2	-5	-3	-1
CC1(NC(=O)N2CCCCC2)CCS(=O)(=O)C1 (stereo unspecified)	1	3	-1	0	-8	9	1	-4	-1
CCN(CC)S(=O)(=O)c1ccc(C(=O)NC(C)(C)C)cc1	-4	5	12	1	6	-14	-3	-2	1
Cc1nc(Nc2ccccc2Cl)sc1C(=O)Nc1ccccc1	6	-4	-12	4	6	-6	-3	-7	1

# The list goes on:
structure	M5 antag	CHRM1 PAM	M5 PAM	M4 ag	M1 antag	M4 antag	CHRM5 agonist	CHRM1 agonist	TAAR1 agonist
CCC(C)(C)NC(=O)C(c1ccccc1)N(Cc1cccs1)C(=O)Cn1nnc2ccccc21 (stereo unspecified)	-5	1	-2	11	-14	7	4	-4	2
Cc1ccc(C(=O)N2CC(=O)NC(=O)C2)cc1	-5	4	-3	2	-13	-18	-5	-4	-1
CCCCN(C(=O)CCC(=O)OCC(=O)NCc1ccccc1)c1c(N)n(CCC)c(=O)[nH]c1=O	-2	12	3	0	-7	0	3	-3	3
COc1ccccc1NC(=O)COc1ccccc1C(=O)Nc1ccccc1	6	3	-4	11	4	9	-7	-6	3
CC1CCCCN1c1ncnc(N)c1[N+](=O)[O-] (stereo unspecified)	-3	7	1	2	-7	1	1	-5	2
COc1ccc(N(C)S(=O)(=O)c2ccc(Cl)c(C(=O)NCCc3ccc(Cl)cc3)c2)cc1	1	-3	-2	5	1	4	-3	-8	5
COc1cccc(NC(=O)Nc2nnc([C@@H]3C[C@H](O)[C@@H](CO)O3)s2)c1	-1	5	-3	0	-6	-6	0	-4	2
CCn1c(O)c(C(C#N)=C2N=c3ccccc3=N2)c2ccccc21	6	6	-4	1	-4	-15	0	-6	4
CC(C)(C)C(=O)Nc1ccc(/C=C/C(=O)c2ccco2)cc1	-6	18	2	3	-21	-15	3	3	1
O=C(Oc1ccccc1C(=O)Oc1ccccc1)c1cccnc1	-6	-4	-5	2	2	-3	-5	-11	2
Cc1ccc(C(=O)NCc2ccncc2)cc1S(=O)(=O)N1CCOCC1	-12	2	6	1	-1	-1	-4	-4	6
CSc1nc2sc3c(c2c(=O)n1C)CCC3	9	1	-4	-1	-5	11	-1	-7	3
O=C1CN(C(=O)CNCc2ccc(Cl)cc2)c2ccccc2N1	1	3	1	0	1	1	-3	-3	0
CC(C)Cn1c(C23CC4CC(CC(C4)C2)C3)n[nH]c1=S	19	-25	-30	-2	20	27*	-23	-9	5
CCc1ccc(/C=C2/C(=O)N(C)C(=S)N2CC(=O)OC)s1	-1	-10	-2	-1	-1	-6	-9	-10	0
COc1ccc(S(=O)(=O)Nc2cc(C(=O)NC3CCCCCC3)ccc2N2CCOCC2)cc1	1	-7	-2	7	13	2	-3	-10	nt
O=C(CSc1n[nH]c(=O)n1C1CC1)c1ccc(F)cc1	-7	10	6	1	-14	5	3	-2	2
Cc1c(NS(=O)(=O)c2cc(C(=O)NCCc3ccc(F)cc3)cc(Cl)c2Cl)c(=O)n(-c2ccccc2)n1C	-1	20	1	0	-8	-23	11	1	0
COc1ccc(C2(c3ccc(OC)cc3)NC(=O)N(Cn3nnc4ccccc4c3=O)C2=O)cc1	-5	-3	-4	8	6	-5	-4	-6	10
CSc1nc(N2CCOCC2)c2c3c(sc2n1)CCC3	-2	4	-6	0	-27	4	-4	-4	-3
CCCCN(CC)Cc1c(O)ccc2c3c(c(=O)oc12)CCC3	11	6	0	1	-4	-1	-7	-7	-1
COc1ccc(Cn2ccnc2SCC(=O)NC2CCCC2)cc1	7	4	-2	2	-9	2	-3	-3	0

# Source: PubChem BioAssay (The Scripps Research Institute Molecular Screening Center)
